Assay outcomes: PubChem BioAssay, several laboratories
SMARCA2 activ: activators of SMARCA2 function; AID 652017; actives 1% (n = 370,000); activation, % at 9.1 µM; MG213 cells, MMTV-luciferase reporter, dexamethasone, overnight; in the data active = activation above about 7.8%;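 note: 0% = vehicle wells and 100% = reference activator wells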
DAX1 inh-1: inhibits human nuclear receptor DAX1; HEK293 Gal4-DAX1 luciferase reporter, luminescence; inhibition, % at 6.75 µM; actives 0.99% (n = 340,000); AID 504766;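 active = inhibition above the mean over all tested compounds plus 3 SD, cut at about 4.2% in these data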;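 note: 0% = DAX1-transfected cells with DMSO and 100% = empty-vector control cells with DMSO; inhibition shows as a rise in luminescence from relieved DAX1 repression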
DAX1 inh-2: blocks DAX1 repression of SF-1 activated StAR promoter; HEK293T StAR-luciferase reporter, SF-1/DAX-1 repression relief; inhibition, % at 6.8 µM; actives 1.1% (n = 370,000); AID 652010;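 active = inhibition above the mean over all tested compounds plus 3 SD, cut at about 3.6% in these data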;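 note: 0% = DAX-1 cells with DMSO and 100% = cells lacking DAX-1 with DMSO; higher inhibition means more luminescence from relief of DAX-1 repression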
FXN GAA850 act: increases GAA850 frataxin promoter reporter activity | HEK293 lucGAA850 FXN promoter luciferase reporter, 24 h; percent of 10 µM SAHA response | activation, % at 6 µM | actives 0.56% (n = 360,000);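 active = activation above the average of all compounds screened plus 3 SD, cutoff fixed separately per campaign, cut at about 7.5% in these data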;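 note: 0% = DMSO wells and 100% = 10 µM SAHA wells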
PLCb3 inh: blocks human PLC-beta3 enzyme activity; Q01970; Purified PLC-beta3, fluorogenic substrate, fluorescence; inhibition, % at 12.2 µM; actives 0.18% (n = 370,000); AID 720704; in the data active = inhibition above about 11%;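 note: 0% = median of compound wells on plate and 100% = full blocker control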
sPLA2-III inh: Inhibits HGIII-sPLA2 liposome hydrolysis, primary screen | QFRET BODIPY PC-A2 liposome hydrolysis, fluorescence | inhibition, % at 12.2 µM | actives 0.56% (n = 370,000) | Q9NZ20;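 active = inhibition above mean plus 3 SD of compounds lying within the high and low control bounds, cut at about 19% in these data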;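 note: 0% = median of test compound wells and 100% = no enzyme DMSO wells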
hcDAF-12 act: activators of H. contortus DAF-12 nuclear receptor. HEK293 hcDAF-12 lit1-tk-luc reporter, luminescence; 0% DMSO, 100% Δ7-dafachronic acid. activation, % at 6.8 µM. actives 1.4% (n = 370,000). AID 652067;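 active = activation above the mean of all tested compounds plus 3 SD, cut at about 5.5% in these data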;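 note: 100% = response to 3 µM Δ7-dafachronic acid high control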
PG9 binder: small molecules binding HIV-1 gp120 antibody PG9; AID 624416; inhibition, % at 6.7 µM; actives 0.43% (n = 360,000); TR-FRET gp120-PG9 antibody binding; in the data active = inhibition above about 8.5%
Rev-erbA mod: modulates human Rev-erb alpha binding to DNA. P20393. activity, % at 10 µM. actives 0.79% (n = 370,000). Rev-erbα–FITC-DNA binding, fluorescence polarization, 90 min;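 active = activity above about 14%, limit read from the data; passing the limit was not always enough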;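 note: 0% = DMSO wells with 35 nM protein and 100% = DMSO wells with 750 nM protein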
hgDAF12 agonist: hgDAF-12 agonism, primary luciferase screen | HEK293 GAL4-hgDAF12 UAS-luciferase reporter, agonist luminescence; normalized to butyrate control | AID 687014 | actives 1.8% (n = 370,000) | activation, % at 6.8 µM;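 active = activation above a cutoff set at the mean of all screened compounds plus 3 SD, cut at about 10% in these data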;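 note: 0% = DMSO wells and 100% = sodium butyrate wells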
ssDAF-12 act: S. stercoralis DAF-12 activation, primary screen; AID 652126; actives 1% (n = 370,000); HEK293 ssDAF-12/GRIP1 lit1-tk-luc reporter, luminescence; % of 3 µM dafachronic acid response; activation, % at 6.8 µM;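 active = activation above the mean over all tested compounds plus 3 SD, cut at about 0.9% in these data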;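 note: 0% = DMSO-only wells and 100% = 3 µM delta7-dafachronic acid wells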
* hit, by the source's call; i = inactive; x = no result given; & = joins results of further samples. Compounds as they come. About 7% of those tested had a hit in this group.

SMILES	SMARCA2 activ	DAX1 inh-1	DAX1 inh-2	FXN GAA850 act	PLCb3 inh	sPLA2-III inh	hcDAF-12 act	PG9 binder	Rev-erbA mod	hgDAF12 agonist	ssDAF-12 act
CCOC(=O)N1CCN(C(=O)c2cn(CC(C)C)c(=O)c3c2c2ccccc2n3C)CC1	-1	2.0	0.0	0.4	-7	-6	-1.8	-2.4	-1	-1.7	-1.0
O=C(N/N=C/c1ccc(O)c(O)c1)N/N=C/c1ccc(O)c(O)c1	2	1.4	1.3	2.1	-10	-11	7.3*	-8.5	-23	9.2	-0.5
COc1ccc(C)cc1N(CC(=O)NC(C)c1ccccc1)S(C)(=O)=O (centres undefined)	0	1.1	-0.4	0.0	-5	0	-0.7	-2.2	-7	-0.2	-0.8
Cc1ccc(N(CCCCN2C(=O)c3ccccc3C2=O)C(=O)c2cccs2)cc1	1	-0.2	-0.4	2.3	-5	-17	-2.0	-3.1	4	0.7	-1.0
O=C(NCCc1ccc(Cl)cc1)c1ccc2nc(N3CCOCC3)sc2c1	-2	-0.3	-0.2	-0.2	3	-4	-1.9	1.3	1	0.6	-1.4
O=C(NCc1ccc(F)cc1)N[C@@H](Cc1ccccc1)C(=O)O	-1	1.1	0.2	-1.5	-51	3	0.1	-1.0	0	1.9	-1.2
Oc1ccc(Cl)c2cccnc12	1	0.5	-0.5	0.6	-2	3	0.0	1.0	-2&5	2.4	-0.5
O=c1c2ccccc2n2nnnc2n1-c1ccccc1	-1	-1.0	-0.5	1.9	1	1	-2.4	-1.6	-1	-0.6	-0.9
CCN(CC)C(=O)Oc1ccc(Br)cc1C(=O)Nc1ccc(F)c(Cl)c1	1	4.7*	-0.1	-2.9	-8	6	-0.6	3.5	7	2.4	-1.2
CC1CN(C(=O)c2cc(S(=O)(=O)N3CCCC3)c(Cl)cc2Cl)CC(C)O1 (centres undefined)	-3	-0.8	0.1	-0.7	-6	6	2.6	1.6	-6	-1.1	-0.7
CN(CP(=O)(O)C(O)c1ccccc1)S(C)(=O)=O (centres undefined)	0	0.5	0.4	2.0	1	11	-1.5	1.7	-5	-2.0	-0.7
O=C(CSc1nc(N2CCCCC2)nc(N2CCCCC2)n1)N1CCN(c2ccccc2)CC1	1	-1.5	1.1	2.9	6	-1	-0.1	-1.0	5	-0.7	-0.6
Cc1c(N2CCCCC2)[nH]c2ccccc12	2	1.1	-1.0	-0.9	-2	-7	-0.6	-0.7	-7	1.8	-0.8
CC(C)(C)NC(=O)N1CCN(c2nc3ccc(Cl)cc3s2)CC1	-1	-0.8	-1.1	1.9	-1	-4	-1.2	-0.7	-2	-1.6	-1.3
CC(C)c1ccc(C(=O)N2CCN(CCO)CC2)cc1	2	-0.9	0.6	0.9	7	8	-0.4	-1.1	5	0.1	-0.4
COc1ccccc1OCCOCCN1CCCC1	-1	1.2	-0.1	1.1	-6	0	-1.8	-0.1	-3	-1.5	-1.5
Cc1ccc(S(=O)(=O)Nc2ccc(Nc3nccn4c(-c5cccc(OC(F)(F)F)c5)cnc34)cc2)cc1	6	x	0.4	1.1	-135	-9	-0.7	1.0	2	4.2	-1.1
O=C(CN1CCC(C(=O)c2ccc(Cl)cc2)CC1)Nc1ccc2c(c1)OCCO2	-3	-1.1	-1.2	-5.3	-1	-5	-2.7	-2.4	4	-2.1	-2.2
O=C(NCc1ccccc1)C1=C[C@H](C2CC2)C[C@H](OCc2ccc(CO)cc2)O1	2	0.8	-0.1	0.8	0	-7	-0.8	-0.6	-1	2.0	-1.1
CS(=O)(=O)N(CC(=O)N/N=C/c1cc2c(cc1Br)OCO2)c1ccccc1Br	0	-0.7	-0.2	2.5	3	-12	-0.9	-1.6	4	-0.6	-1.4
Cc1cc(C)cc(OCC(=O)Nc2ccc(N3CCCCC3)cc2)c1	-2	-0.7	-0.2	1.6	-6	11	-0.8	2.2	2	-0.5	-0.6
CN(C(=O)COc1ncnc2ccccc12)C1CCCCC1	2	1.3	-0.8	-0.1	-6	0	-1.1	-2.4	-8	-1.5	-1.0
O=C(CNc1ccc(Br)cc1)c1ccc(O)cc1	2	1.0	0.4	0.1	0	-7	-0.2	-1.9	-10	5.5	-0.5
CCc1nc2c(OCC(=O)c3ccc(Cl)cc3Cl)cccn2c1N(C=O)Cc1ccc(OC)cc1	-2	x	-1.5	-0.5	-33	-58	-1.4	-0.3	7	-0.3	-1.6
O=[N+]([O-])c1ccc(Cl)c(S(=O)(=O)Nc2ccc(-c3ccc(N4CCOCC4)nn3)cc2)c1	1	1.0	-0.5	1.8	3	2	-1.1	-1.5	1	2.4	-0.8
COc1cc(NC(=O)c2ccccn2)cc(OC)c1OC	-2	1.0	-0.5	-3.2	2	6	-1.0	-2.0	-1	0.4	-0.9
COCCN(CC1CCCN(C2Cc3ccccc3C2)C1)C(=O)CCC(N)=O (centres undefined)	-1	-0.7	-0.4	-0.7	-6	7	-0.9	-1.0	-3	0.8	-1.0
O=C(Nc1ccc(F)cc1)c1csc(Cc2ccccc2)n1	-1	2.8	0.3	0.4	-2	0	-0.1	-0.2	x	4.0	-0.9
CNS(=O)(=O)c1cn(CC(=O)NCc2cccc(OC)c2)cc1S(=O)(=O)NC	-2	1.2	-0.2	0.0	-2	7	5.8*	-0.2	-6	-0.6	-0.4
Cc1c(C)n(CCCN(C)C)c2ncnc(Nc3ccccc3)c12	-2	-0.4	0.5	-0.9	-6	1	2.1	0.8	-2	2.7	-0.8
COc1ccc(NC(=S)NNC(=O)c2cccs2)cc1	8.8*	1.2	2.5	5.3	-7	17	-1.2	1.2	3	3.4	-0.1
Cc1ccc(NC(=O)CSc2nnnn2-c2ccc3c(c2)OCO3)cc1C	-4	1.3	1.0	-0.3	3	0	0.5	-0.9	0	1.4	-0.7
COc1ccc(-c2cc(C(=O)Nc3ccc(NC(C)=O)cc3)[nH]n2)c(C)c1	9.6*	x	2.4	1.9	6	0	2.4	-0.6	-1	9.0	-0.6
CCCC1CCC2(CC1)CCC2OC(=S)Nc1cccc(C(F)(F)F)c1 (centres undefined)	x	x	x	x	1	5	-0.1	x	1	-3.2	-1.7
O=C(COc1ccc(Cl)cc1)NCc1ccc(F)cc1	1	-0.8	-0.5	2.0	-2	-3	-0.8	-1.6	1	-2.2	-1.6
CC(C)(C)OC(=O)N1CCN(C(=O)c2[nH]cnc2C(=O)Nc2cccc(Cl)c2)CC1	0	5.9*	-0.3	2.7	1	5	0.2	1.6	-1	3.8	-1.4
C=CCN=C1S/C(=C/c2ccc([N+](=O)[O-])cc2)C(=O)N1CC=C	0	0.3	-0.2	0.5	-5	4	1.9	-0.6	-3	-0.7	-1.6
COCCn1c(C)c(C)c(S(=O)(=O)c2ccccc2)c1N	2	0.0	0.4	0.7	-56	-3	0.0	-1.1	1	-0.9	-0.7
Cc1nc(SCC(=O)NC2(C#N)CCCC2)n(CC(C)C)c1C	0	0.5	-2.2	-0.1	-6	6	-1.2	0.0	-5	2.1	-0.7
Cc1cccn2c(=O)c(/C=C(\C#N)C(=O)NCc3ccco3)c(N3CCC(C(N)=O)CC3)nc12	-5	-1.5	0.2	2.1	-35	3	-1.5	-1.3	-5	-3.9	-0.8
COCCNC(=O)c1ccc(Cl)c(S(=O)(=O)Nc2cccc(C)c2C)c1	0	1.4	0.4	0.8	-5	-7	-0.4	-0.8	1	2.0	-0.9
CCc1c(C(=O)N/N=C/c2ccsc2)csc1C	2	-0.9	0.1	2.8	1	2	-1.6	-1.5	-3	-1.2	-1.3
COc1ccc(N2CC(NS(=O)(=O)c3cccnc3)CC2=O)cc1 (centres undefined)	-1	0.1	0.0	1.9	4	1	-1.4	0.8	-2	-1.1	-0.5
Cc1ccc(NC(=O)COC(=O)Cn2ccc(=O)[nH]c2=O)cc1C	-2	0.2	0.1	1.6	-5	1	0.1	-2.1	-1	0.4	-0.4
Cc1ccc(-n2nnnc2/C=C\Nc2cc(C)on2)cc1	-1	-1.0	-0.6	0.3	-4	1	-1.0	-1.2	-7	-0.8	-1.3
Cc1ccccc1-c1cc2nc(NCc3ccncc3)n(C)c(=O)c2s1	11*	x	1.4	1.1	2	-6	1.0	-1.2	-8	4.5	-1.2
C=CCSc1nc(-c2ccccc2)c(C#N)c(=O)[nH]1	-3	0.3	-0.1	0.4	-12	-26	0.1	8.4	1	-1.6	-1.3
OCC[C@@H]1C[C@H](O)[C@@H](O)[C@]2(OCCc3ccccc32)O1	0	0.9	0.0	-0.8	2	10	-0.7	1.5	2	0.2	-0.9
C/C=C/c1ccc(Oc2nnnn2-c2ccc(C(=O)O)cc2)c(OC)c1	0	0.3	0.8	-0.7	1	0	0.5	-0.3	-5	-1.6	-2.0
Cc1noc(C)c1COc1ccc(C(=O)N2CCCC(C(F)(F)F)C2)cc1 (centres undefined)	-3	0.6	-2.6	-0.6	-12	4	-3.0	-3.2	-1	-0.9	-0.5
CCCCc1cc(=O)oc2c(CN(C)C)c(O)ccc12	-2	0.4	-0.2	0.1	i	-2	-0.8	3.2	-5	-0.1	-1.1
COc1ccc(C(=O)Nc2ccc(-c3n[nH]c(=S)o3)cc2)cc1OC	0	-0.6	0.0	0.4	-10	1	0.3	0.5	5	-0.9	0.0
